Statin myotox sup: suppressors of simvastatin-induced myotoxicity in C2C12 myotubes; ATP luminescence, 48 h; scaled: DMSO 0, geranylgeraniol control 100; rescue of ATP level, % at 7.49 µM; actives 0.78% (n = 330,000); AID 602340;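 active means mean ATP rescue above about 67%, or every replicate alone reaching that limit, limit read from the data, passing the limit was not always enough; inconclusive means no clear call, values can overlap the other calls; inactive means mean under the limit and some replicate under it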;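 further: myotubes were challenged with 10 µM simvastatin during compound exposure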
ARNT-TACC3 inh: ARNT/TACC3 interaction disruption; Q9Y6A5; AlphaScreen His-ARNT PAS-B/GST-TACC3 binding, luminescence; TACC3 fragment carries E629A point mutation; inhibition, % at 9.99 µM; actives 0.66% (n = 390,000); AID 623870;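 active means mean inhibition of replicates at least 50% and at least half of replicates each reaching 50%; inconclusive means half or more replicates reach 50% but mean below 50%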;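 further: 0% = complete ARNT plus TACC3 wells and 100% = ARNT alone without TACC3; many hits fall short of the cut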
SIRT5 block: blocks human SIRT5 desuccinylation of peptide; Q9NXA8; Purified SirT5, succinyl-peptide AMC, trypsin-coupled fluorescence; inhibition, % at 15 µM; actives 1.1% (n = 330,000); AID 652115; in the data active means inhibition above about 15%; inconclusive means no clear call, values can overlap the other calls
Target sequence (Q9NXA8 whole entry, looked up): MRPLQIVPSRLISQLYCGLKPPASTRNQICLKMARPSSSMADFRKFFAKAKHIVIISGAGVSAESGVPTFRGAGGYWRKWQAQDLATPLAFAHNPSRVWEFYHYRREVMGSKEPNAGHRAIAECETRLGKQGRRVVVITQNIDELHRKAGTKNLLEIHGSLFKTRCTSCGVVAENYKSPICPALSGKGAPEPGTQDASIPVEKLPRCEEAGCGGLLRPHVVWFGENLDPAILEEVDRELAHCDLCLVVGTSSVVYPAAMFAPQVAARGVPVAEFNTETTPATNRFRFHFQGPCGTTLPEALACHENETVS
Cneo AK release: Cryptococcus neoformans lysis via adenylate kinase release; C. neoformans lysis, adenylate kinase release luminescence, 4 h; normalised: neutral wells 0, clomiphene wells 100; lysis activity, % at 15 µM; actives 0.2% (n = 360,000);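 active means mean lysis activity across replicates of at least 80%, whatever share of replicates individually reach that level; inactive means mean lysis activity below 80%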
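read-out = cell lysis signal | test system = log-phase Cryptococcus neoformans yeast cells | input = cells at 5 × 10^6 per mL | medium = fresh YPD growth medium | signal = luminescent adenylate kinase detection reagent | timing = 4 h at 37 °C static, read 1 h later | dosing = single dose | controls = Clomiphene as positive lysis control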
esBAF inh: SWI/SNF esBAF complex inhibition; actives 2% (n = 350,000); mouse ES cells, Bmi1-luciferase knock-in reporter, 24 h; 100% = twice the neutral-well signal; reporter increase, % at 12.5 µM; in the data active means activation above about 40%; inconclusive means no clear call, values can overlap the other calls;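 further: 0% = median of the plate's neutral control wells and 100% = double that signal; a rise in the Bmi1 reporter signal indicates esBAF inhibition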
ERp5 block: blocks human ERp5 reductase activity on insulin. Q15084. ERp5 insulin aggregation, absorbance 650 nm, 90 min. inhibition, % at 9.99 µM. actives 0.05% (n = 350,000). AID 651711;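 active means mean replicate inhibition above about 25%, with every replicate also reaching it, limit read from the data, passing the limit was not always enough; inconclusive means only one of those two criteria met; inactive means neither criterion met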
Target sequence (Q15084 whole entry, looked up): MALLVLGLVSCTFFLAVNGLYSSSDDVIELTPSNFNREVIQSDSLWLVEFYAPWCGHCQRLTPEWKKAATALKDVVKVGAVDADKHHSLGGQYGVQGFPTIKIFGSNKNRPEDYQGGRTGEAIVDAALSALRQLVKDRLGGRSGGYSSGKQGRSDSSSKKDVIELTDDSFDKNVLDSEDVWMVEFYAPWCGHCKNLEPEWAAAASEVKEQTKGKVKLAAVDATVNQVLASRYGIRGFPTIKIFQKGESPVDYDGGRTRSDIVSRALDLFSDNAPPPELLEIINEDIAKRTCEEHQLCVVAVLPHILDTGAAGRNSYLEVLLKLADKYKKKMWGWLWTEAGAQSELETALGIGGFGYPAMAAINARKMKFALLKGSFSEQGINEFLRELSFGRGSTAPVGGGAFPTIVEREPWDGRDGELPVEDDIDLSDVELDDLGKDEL
miR122 inh: miR-122 inhibition in Huh7 cells; Huh7 miR-122 Renilla luciferase sensor, 48 h; neutral wells = 0, positive control = 100; activation (reporter increase), % at 12.5 µM; actives 0.3% (n = 340,000); AID 602342;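 active means mean replicate activation score at least 90 and every replicate individually at or above 90; inconclusive means only one of the two criteria met; inactive means neither criterion met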;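 further: higher luciferase means less miR-122 activity so hits act as miR-122 inhibitors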
An asterisk follows results filed as active; ? = inconclusive; · = not tested or not shown; [ ] = remark or other dose. Compounds as they come; about 4% have a hit in one of these screens.

SMILES | Statin myotox sup | ARNT-TACC3 inh | SIRT5 block | Cneo AK release | esBAF inh | ERp5 block | miR122 inh
Cc1noc(C)c1NC(=O)N(C)C[C@H]1Oc2ccc(NC(=O)Nc3ccc(F)cc3)cc2CC(=O)N([C@H](C)CO)C[C@H]1C | -11 | 3 | -3 | 0 | 4 | 1 | -1[16.7 µM]
Cc1ccc(-c2nc(NCc3ccco3)c3ccccc3n2)cc1 | -6 | 9 | -1 | · | 31 | 1 | 22
Cc1ccccc1C(=O)NC(=S)Nc1ncccn1 | 1 | -5 | -3 | -1 | 47* | 0 | -7
Cc1ccc(C(=O)Nc2ccc3nc(C)sc3c2)s1 | -11 | -3 | · | -2 | 58* | · | 25
COc1ccc(NS(=O)(=O)c2cccc(C(=O)NNC(=O)CNC(=O)c3ccc(C)cc3)c2)cc1 | -13 | 1 | -1 | -8 | · | -3 | ·
Cc1cc(C)nc(SCNC(=O)c2ccccc2)n1 | -4 | -8 | · | -1 | 1 | · | -2
CC(=O)c1cccc(-c2ccc3c(c2)C(C)(Cc2ccccc2F)C(=O)N3)c1 (stereo unspecified) | 1 | · | · | -2 | 8 | 5 | 5
COC(=O)[C@H](C)NC(=O)NC1CCN(Cc2ccccc2)CC1 | 3 | 2 | · | 1 | 8 | · | ·
CCOC(=O)c1ccccc1NC(=S)N1CCN(C(=O)c2ccco2)CC1 | -1 | 0 | -11 | -2 | -6 | -1 | 9
O=[N+]([O-])c1ccc(OCCOc2ccccc2/C=N/n2cnnc2)cc1 | 6 | 2 | -1 | · | 5 | 2 | 5
Cc1nc(C(Cl)(Cl)Cl)nc2[nH]ccc(=O)c12 | · | -3 | -3 | · | · | 0 | ·
Cc1ccccc1NC(=O)C1COc2ccccc2O1 (stereo unspecified) | -2 | -7 | 4 | -4 | 3 | 2 | 1
Cn1ccnc1SCC(=O)c1ccc(O)cc1 | 3 | -3 | -2 | -5 | 18 | 1 | -6
CCSc1nc2nc(C)cc(C)n2n1 | -16 | -8 | · | 0 | -9 | · | 4
CC(CC(=O)Nc1ccc2c(c1)c(=O)n(C)n2-c1ccccc1)c1ccccc1 (stereo unspecified) | -121 | · | -1 | 3 | -8 | 3 | 15
CC(C)c1ccc(C2NC(=O)CCC2[N+](=O)[O-])cc1 (stereo unspecified) | 5 | -2 | 0 | · | -8 | -3 | -3
COc1ccc(C(=O)Nc2cc(C)c(NC(=O)c3ccccn3)cn2)cc1 | 8 | -2 | -2 | -10 | ? | 0 | -5
Cn1c(=O)cc(OCCCC(=O)N2CCCCC2)c2ccccc21 | 1 | -3 | · | -3 | -5 | · | 0
CC(=O)N(C)C[C@H]1Oc2ncc(C#Cc3cccc(F)c3)cc2C(=O)N([C@@H](C)CO)C[C@@H]1C | -4 | 3 | 0 | -6 | 0 | 3 | -1[16.7 µM]
O=C(CCSC1=NCCCN1)c1ccc(F)cc1 | · | -5 | -1 | · | · | -2 | -3

Shown with two lines to a compound: entries from further up
Order of results: Statin myotox sup	ARNT-TACC3 inh	SIRT5 block	Cneo AK release	esBAF inh	ERp5 block	miR122 inh
- CC(CC(=O)Nc1ccc2c(c1)c(=O)n(C)n2-c1ccccc1)c1ccccc1 (stereo unspecified)
  -121	·	-1	3	-8	3	15
- Cn1c(=O)cc(OCCCC(=O)N2CCCCC2)c2ccccc21
  1	-3	·	-3	-5	·	0
- Cn1ccnc1SCC(=O)c1ccc(O)cc1
  3	-3	-2	-5	18	1	-6
- COc1ccc(C(=O)Nc2cc(C)c(NC(=O)c3ccccn3)cn2)cc1
  8	-2	-2	-10	?	0	-5

The main list resumes, repeating the 2 entries before the break.
SMILES | Statin myotox sup | ARNT-TACC3 inh | SIRT5 block | Cneo AK release | esBAF inh | ERp5 block | miR122 inh
CC(=O)N(C)C[C@H]1Oc2ncc(C#Cc3cccc(F)c3)cc2C(=O)N([C@@H](C)CO)C[C@@H]1C | -4 | 3 | 0 | -6 | 0 | 3 | -1[16.7 µM]
O=C(CCSC1=NCCCN1)c1ccc(F)cc1 | · | -5 | -1 | · | · | -2 | -3
Cc1ccc(-n2c(SCC(=O)NNC(=S)Nc3ccccc3)nc3ccccc3c2=O)cc1 | 12 | 7 | · | -1 | -2 | · | 1
N#C[C@@H]1[C@H](c2ccc(-c3cccc(F)c3)cc2)[C@@H](CO)N1C(=O)CN1CCOCC1 | 3 | · | 7 | 2 | -3 | -4 | ·
Cn1c(COc2ccccc2O)[n+](C)c2ccccc21 | 0 | -2 | -5 | 6 | 3 | 3 | -5
O=C(NC(=S)Nc1c(Cl)cc(Cl)cc1Cl)c1ccccc1 | 0 | · | -5 | 1 | 4 | -2 | -5
CCOC(=O)c1cc(OC(=O)c2cccc([N+](=O)[O-])c2)n(-c2ccccc2)n1 | -19 | 24 | · | 2 | -26 | · | 2
CO/N=C(/CNC(=O)c1ccc(Cl)cc1Cl)c1ccc(Cl)cc1 | 14 | -9 | · | 2 | -6 | · | -1
Cc1cnc(CN2CCc3c([nH]c4ccccc34)C2C2CCCCC2)[nH]1 (stereo unspecified) | -14 | -25 | -5 | -3 | 11 | 7 | 1
O=C(COC(=O)c1ccc([N+](=O)[O-])s1)NC(=O)NCc1ccccc1 | 10 | · | -5 | -2 | -11 | -3 | -4
COc1ccc(C2SCCN2C(=S)Nc2ccc(F)cc2)cc1 (stereo unspecified) | · | 1 | 3 | · | · | -1 | ·
C[C@@H]1CCCCO[C@H](CN(C)S(=O)(=O)c2cccs2)[C@H](C)CN([C@@H](C)CO)C(=O)c2cc(N(C)C)ccc2O1 | -6 | 21 | -6 | 0 | -3 | 0 | 4[16.7 µM]
O=C(NCC[C@@H]1CC[C@H](NC(=O)C2CC2)[C@@H](CO)O1)Nc1ccc(Cl)cc1 | -7 | -2 | -3 | -4 | 9 | 1 | ·
Cc1nc2ccccc2nc(=O)c1NNc1ccc([N+](=O)[O-])cc1 | · | -2 | -5 | · | · | 8 | ·
O=C(C[C@H]1CC[C@H]2[C@@H](COC[C@H](O)CN2Cc2ccccc2F)O1)N[C@H]1CCN(Cc2ccccc2)C1 | 26 | 5 | 4 | -3 | -1 | 5 | -1[16.7 µM]
CCCCNC(=O)/C=C/c1cccs1 | 2 | -8 | · | -1 | 20 | · | -4
CCOc1ccc(S(=O)(=O)N2CCCC(C(=O)NCc3ccncc3)C2)cc1Cl (stereo unspecified) | -1 | 33 | -2 | 5 | 0 | -1 | 6
Cc1ccccc1C(=O)Nc1c(C(=O)N(CCN(C)C)Cc2ccco2)oc2ccccc12 | -14 | 2 | -1 | -7 | 1 | 6 | ·
CCCCCCC1CCC(C(=O)N2CCOCC2)CC1 (stereo unspecified) | · | -13 | 5 | · | · | -4 | ·
C[C@@H]1CN([C@@H](C)CO)C(=O)Cc2cc(NC(=O)Nc3ccc4c(c3)OCO4)ccc2O[C@@H]1CN(C)C | 9 | -4 | -10 | -2 | -4 | -5 | -3[16.7 µM]
CCOC(=O)N1CCC(N(CCN(C)C)C(=S)Nc2cc(C)ccc2C)CC1 | · | 1 | · | 3 | · | · | 7
COc1ccccc1C(=O)Nc1cc(C)on1 | 8 | -5 | 3 | 0 | 36 | 3 | 3

Grouped by structure: those above with a furan ring, fused or not (3)
SMILES | Statin myotox sup | ARNT-TACC3 inh | SIRT5 block | Cneo AK release | esBAF inh | ERp5 block | miR122 inh
Cc1ccc(-c2nc(NCc3ccco3)c3ccccc3n2)cc1 | -6 | 9 | -1 | · | 31 | 1 | 22
CCOC(=O)c1ccccc1NC(=S)N1CCN(C(=O)c2ccco2)CC1 | -1 | 0 | -11 | -2 | -6 | -1 | 9
Cc1ccccc1C(=O)Nc1c(C(=O)N(CCN(C)C)Cc2ccco2)oc2ccccc12 | -14 | 2 | -1 | -7 | 1 | 6 | ·

Next part:
SMILES | Statin myotox sup | ARNT-TACC3 inh | SIRT5 block | Cneo AK release | esBAF inh | ERp5 block | miR122 inh
CC(C)n1cc(CN2CCC(C(=O)Nc3ccc(Oc4ccccc4F)cc3)CC2)cn1 | 7 | 1 | -1 | -2 | -13 | 6 | -5
CCOc1ccc(CNC(=O)C2CCC(=O)N2C2CCCC2)cc1OC (stereo unspecified) | -2 | 3 | · | 2 | 2 | · | -4
O=S(=O)(Nc1ccc(-n2cccc2)cc1)c1ccc(F)cc1 | 7 | · | -2 | 3 | -1 | 2 | 26
NC(N)=NCCCC(NC(=O)c1ccccc1)C(=O)Nc1ccc([N+](=O)[O-])cc1 (stereo unspecified) | -4 | 2 | 3 | 1 | -5 | 4 | -2
C=CCN1C(=O)c2ccccc2Sc2ccc(C(=O)NCC(OC)OC)cc21 | 0 | -4 | -1 | -2 | -4 | 2 | -2
C[C@@H]1CCCCO[C@H](CN(C)C)[C@@H](C)CN([C@H](C)CO)C(=O)c2cc(NC(=O)Nc3ccc(F)cc3)ccc2O1 | 7 | 26 | -3 | 0 | -2 | 0 | -4[16.7 µM]
CCCC(c1nnnn1Cc1ccco1)N1CCN(c2cc(Cl)ccc2C)CC1 (stereo unspecified) | · | -1 | · | -1 | · | · | -2
CC(C)N(C)Cc1nnnn1CC(=O)NCc1cc(F)cc(C(F)(F)F)c1 | 3 | -2 | -1 | -2 | 0 | 0 | 0
CCNC(=O)[C@H]1[C@H](CO)[C@H]2Cn3c(ccc(-c4ccc(F)cc4)c3=O)[C@@H]1N2C(=O)c1ccccn1 | -13 | -1 | 2 | -6 | -9 | -4 | ·
CC1CC(C)CN(C(=O)COC(=O)c2ccc(N3CCCC3=O)cc2)C1 (stereo unspecified) | 2 | -3 | -2 | -1 | 10 | -4 | 0
COc1ccccc1-c1cc(-c2ccccc2)nc(=O)[nH]1 | 6 | 2 | 4 | -2 | -6 | 1 | ·
C[C@@H]1CN([C@H](C)CO)S(=O)(=O)c2ccc(/C=C/c3ccccc3)cc2O[C@H]1CN(C)C(=O)c1cccnc1 | · | 10 | 3 | 1 | 10 | 5 | 14[16.7 µM]
O=C(N[C@@H]1CC[C@H](CC(=O)N2CCC(Cc3ccccc3)CC2)O[C@H]1CO)c1cnccn1 | 10 | 2 | -5 | 0 | 6 | 3 | ·
CCOC(=O)c1sc2nc(SC)nc(-c3ccccc3)c2c1N | 7 | -6 | · | -2 | -8 | · | 1
CCN1CCN(CCc2nc3cc(NC(=O)COc4ccc(Cl)cc4)ccc3n2C)CC1 | 2 | 1 | -4 | 1 | 15 | 5 | 3
CN(CCO)c1cc(N2CCN(C(=O)c3ccco3)CC2)c2nonc2c1[N+](=O)[O-] | 4 | 4 | 15 | -1 | 8 | 0 | 0

Source: PubChem BioAssay
